Compound activity deposited in PubChem BioAssay by National Center for Advancing Translational Sciences (NCATS).
AmpC detergent = inhibitors of E. coli AmpC beta-lactamase with detergent; P00811; AmpC hydrolysis of nitrocefin, absorbance 480 nm, 0.01% Triton; Potency, µM (titrated, usually from 114 µM), inactives show at the highest dose activity change, negative = inhibition, hits mostly inhibitors; actives 0.041% (n = 370,000); AID 485294;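 note: potency is the fitted concentration of half-maximal effect; 0% = no-compound wells and -100% = no-enzyme wells; nearly all actives have a fitted effect of over 25% in size; some results filed as inactive show a strong effect at the top dose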
Target sequence (P00811 whole entry, looked up): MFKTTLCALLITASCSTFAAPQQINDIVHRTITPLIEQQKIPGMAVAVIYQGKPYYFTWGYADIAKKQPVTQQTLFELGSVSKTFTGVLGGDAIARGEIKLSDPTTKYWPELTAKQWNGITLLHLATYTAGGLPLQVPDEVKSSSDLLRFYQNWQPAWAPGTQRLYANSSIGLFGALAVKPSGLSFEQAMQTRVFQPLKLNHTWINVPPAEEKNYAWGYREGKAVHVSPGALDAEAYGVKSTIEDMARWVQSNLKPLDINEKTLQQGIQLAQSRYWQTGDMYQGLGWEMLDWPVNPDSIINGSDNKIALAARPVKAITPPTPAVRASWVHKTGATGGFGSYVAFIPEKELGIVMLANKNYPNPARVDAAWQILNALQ
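AmpC (5.3 nM in the dispensed reagent) in 20 mM phosphate pH 7.0 with 0.01% (detergent screen) or 0.0001% Triton X-100 was preincubated with compounds for 15 min at room temperature. Nitrocefin was then added from an 800 uM solution, and hydrolysis was followed at 480 nm.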
AMA1 RON2 block = AMA1-RON2 (P. falciparum) interaction inhibition | Potency, µM (series often up to 58.2 µM), inactives show top-dose activity change, negative = inhibition, hits mostly inhibitors | AlphaScreen AMA1-biotinylated RON2 peptide binding | actives 0.2% (n = 360,000);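 note: potency is the fitted concentration of half-maximal effect; 0% = vehicle wells and -100% = peptide control; nearly all actives have a fitted effect of over 45% in size; some results filed as inactive show a strong effect at the top dose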
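AMA1 (3D7) with his tag at 25 nM final met compounds first, then biotinylated RON2 peptide at 25 nM; detection used donor plus acceptor beads, 10 µg/mL apiece, read by AlphaScreen after 30 min at room temperature.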
HCMV antiviral = blocks human cytomegalovirus replication; HFF cells, HCMV-luciferase reporter, 72 h; active compounds read low; activity change, negative = inhibition, % at 57.5 µM; AID 1259415; actives 4.5% (n = 410,000); in the data active = activity change below about -60%; inconclusive = no clear call, values can overlap the other calls; inactive = above about -39%
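Luciferase read-out from HCMV-luciferase-infected HFFs (MOI 1 PFU/cell) 72 h post infection at 37C; compounds added after 16 h cell attachment; activity normalized between buffer-only basal and Salinomycin (10uM) inhibitor controls.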
Sm TGR inh = blocks Schistosoma mansoni thioredoxin glutathione reductase; Potency, µM (doses to about 114 µM), for the others: at the highest dose activity change, negative = inhibition, usual class: inhibitors; purified TGR, DTNB reduction, TNB absorbance 405 nm; actives 3% (n = 360,000); AID 485364; note: potency is the fitted concentration of half-maximal effect; nearly all actives have a fitted effect of over 60% in size
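Kinetic colorimetric format: TGR-catalysed, NADPH-driven DTNB reduction monitored via TNB absorbance. Enzyme dispensed at 20 nM; compound exposure 15 min at room temperature before reaction start.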
LmPK inhibitor = inhibitors of Leishmania mexicana pyruvate kinase | actives 0.37% (n = 290,000) | purified LmPK, Kinase-Glo ATP luminescence, 1 h | AID 1721 | Q27686 | Potency, µM (top dose mostly 57.5 µM), for inactives: at the top dose activity change, negative = inhibition, actives largely listed as inhibitors; note: potency is the fitted concentration of half-maximal effect
Target sequence (Q27686 whole entry, looked up): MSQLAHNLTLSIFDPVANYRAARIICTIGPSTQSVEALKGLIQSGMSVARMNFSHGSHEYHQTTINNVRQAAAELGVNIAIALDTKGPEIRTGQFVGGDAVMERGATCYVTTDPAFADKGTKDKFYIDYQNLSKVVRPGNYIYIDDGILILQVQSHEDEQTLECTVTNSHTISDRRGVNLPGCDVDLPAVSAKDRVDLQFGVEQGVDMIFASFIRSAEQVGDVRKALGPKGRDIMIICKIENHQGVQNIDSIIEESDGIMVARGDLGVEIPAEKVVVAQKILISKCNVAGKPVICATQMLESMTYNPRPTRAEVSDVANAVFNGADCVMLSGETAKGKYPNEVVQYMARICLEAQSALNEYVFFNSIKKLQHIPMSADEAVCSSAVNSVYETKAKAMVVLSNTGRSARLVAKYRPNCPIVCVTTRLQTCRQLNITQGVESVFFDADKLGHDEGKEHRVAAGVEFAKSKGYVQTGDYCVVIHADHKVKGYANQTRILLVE
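Purified LmPK (0.1 nM) converted ADP (0.1 mM) to ATP with PEP (0.5 mM) in imidazole buffer pH 7.2 with KCl and MgCl2, 1 h at room temperature. ATP was read by Kinase-Glo luminescence; data normalized to uninhibited and no-enzyme controls.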
TbPYK inhibitor = blocks Trypanosoma brucei pyruvate kinase; TbPYK enzyme, Kinase-Glo Plus ATP luminescence, 45 min; Potency, µM (top dose mostly 76.8 µM), for the others: top-dose activity, negative = inhibition, hits mostly inhibitors; Q57TT1; AID 624173; actives 0.12% (n = 410,000); note: potency is the fitted concentration of half-maximal effect; nearly all actives have a fitted effect of over 50% in size
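Glycolytic pyruvate kinase of T. brucei was incubated with substrate, test compound and 130 uM ADP for 45 minutes at room temperature. Luminescent Kinase-Glo Plus signal was measured after 10 minutes.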
AmpC no deterg = blocks E. coli AmpC beta-lactamase in detergent-free assay; Potency, µM (highest dose often 57.1 µM), without a hit: at the highest dose activity change, negative = inhibition, actives largely listed as inhibitors; AmpC nitrocefin hydrolysis, absorbance 480 nm, 0.0001% Triton; P00811; actives 0.52% (n = 330,000); AID 485341;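 note: potency is the fitted concentration of half-maximal effect; plate controls were no compound for no effect and no enzyme for full effect; nearly all actives have a fitted effect of over 20% in size; some results filed as inactive show a strong effect at the top dose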
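20 mM phosphate pH 7.0 + 0.01% (detergent screen) or 0.0001% Triton X-100; 5.3 nM AmpC reagent; cpd preinc 15 min RT; nitrocefin (800 uM stock) to start; A480 q20 s × 4 min; Activity was normalised to no-enzyme and no-compound control wells.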
An asterisk follows results filed as active; ? = inconclusive; . = no result given; [ ] = another dose, or the depositor's remark. Unless noted, calls come from the whole dose curve; as a rule, active = well fitted curve in the direction sought with a large enough effect; inconclusive = small, poorly fitted or top-dose-only effect, or another doubt; inactive = no such curve, though single readings can be large; an effect the other way counts as inactive or inconclusive. Unless noted, % is set by controls: 0 for no effect and ±100 for the full control effect. Rows were taken by chance; 7.4% or so of the library scored in one or more.

Assay codes – A = AmpC detergent; B = AMA1 RON2 block; C = HCMV antiviral; D = Sm TGR inh; E = LmPK inhibitor; F = TbPYK inhibitor; G = AmpC no deterg
O=C(Cn1nnc2c(cnn2-c2ccc(F)cc2)c1=O)Nc1ccccc1C(F)(F)F
  A: 0%; B: -2%; C: -27; D: 11%; E: 2%; F: 2%; G: -19%

CCOC(=O)C1CCN(C(=O)COc2ccc(Cl)cc2Cl)CC1
  A: ?; B: 16%; C: -15; D: -26%; E: 7%; F: -7%; G: 46%

C[C@H]1CN([C@@H](C)CO)C(=O)c2cc(C#Cc3ccccn3)cnc2O[C@@H]1CN(C)Cc1ccccc1
  A: .; B: 3%; C: 0; D: .; E: .; F: -4%; G: .

COc1ccc(S(=O)(=O)N2CCC(Oc3ccc(-n4cnnn4)cc3)CC2)cc1
  A: 22%; B: .; C: -11; D: 3%; E: .; F: -4%; G: .

CCN(CC)CCN(Cc1cc2cc3c(cc2[nH]c1=O)OCO3)C(=S)NCCCOC
  A: -6%; B: 3%; C: 53; D: -5%; E: -3%; F: -3%; G: -59%

c1ccc2c3c([nH]c2c1)-c1[nH]ncc1CC3
  A: 0%; B: -12%; C: -31; D: -19%; E: 4%; F: -11%; G: -34%

O=C(/C=C/c1ccc2c(c1)OCO2)c1cccnc1
  A: -3%; B: 13%; C: -38; D: ?; E: -15%; F: -5%; G: -14%

O=C(NCCS(=O)(=O)N1CCN(c2ccccc2)CC1)c1cc(=O)c2ccccc2o1
  A: .; B: 26%; C: -37; D: .; E: .; F: -2%; G: .

CCn1c(SCC(=O)NC2CC2)nnc1-c1ccc(C)cc1
  A: 2%; B: 2%; C: -32; D: -22%; E: 6%; F: 5%; G: -4%

COc1ccc(NC(=O)c2cccc(C#N)c2)cc1NS(=O)(=O)c1ccc(F)cc1
  A: 0%; B: 7%; C: -6; D: 2%; E: 4%; F: -1%; G: -27%

CCCC(=O)N1CCC1(C)C(=O)Nc1ccccc1C(C)(C)C (stereo not given)
  A: .; B: 21%; C: -28; D: .; E: .; F: -11%; G: .

Cc1ccc(S(=O)(=O)N2CCN(C(=O)CCCN3C(=O)NC4(CCCC4)C3=O)CC2)cc1C
  A: -2%; B: 12%; C: -20; D: -3%; E: .; F: 0%; G: -4%

COc1ccc(OC)c(NC(=O)N2CC3CCCN3c3ccccc32)c1 (stereo not given)
  A: ?; B: .; C: -2; D: -2%; E: .; F: -3%; G: .

CC(C)n1nnnc1SCC(=O)NCc1cccs1
  A: -1%; B: -5%; C: 40; D: -7%; E: -3%; F: -6%; G: -14%

NCCCNCCCCNCCCN
  A: .; B: 11%; C: 14; D: .; E: .; F: -5%; G: -39%

COC(=O)[C@@]1(C)[C@H]2C(=O)N(Cc3ccccc3)C(=O)[C@H]2[C@H]2CN=C(SCc3ccccc3)N21
  A: .; B: -15%; C: 18; D: .; E: .; F: -2%; G: 39%

CC(C)CN1CCC(CN2CCNC(=O)C2=O)CC1
  A: .; B: 5%; C: 14; D: .; E: .; F: 0%; G: .

O=C1NCCN1CCN1C(=O)c2ccccc2NC1c1ccccc1 (stereo not given)
  A: 4%; B: -13%; C: 61; D: 5%; E: 4%; F: -2%; G: -15%

Cc1onc(-c2ccccc2)c1C(=O)N/N=C/c1cccs1
  A: 1%; B: 1%; C: -4; D: -3%; E: 2%; F: 1%; G: -34%

CCN(CC)CCn1c(=N)n(CC(=O)c2ccc(C)cc2)c2ccccc21
  A: ?; B: -5%; C: 140; D: -28%; E: -2%; F: 2%; G: 59%

O=C1CC(SCc2nc3ccccc3[nH]2)C(=O)N1c1ccc(F)cc1 (stereo not given)
  A: 3%; B: 80%[activator]; C: -7; D: 45µM*; E: 6%; F: 3%; G: -18%

O=C(Cn1cnc2onc(-c3ccc(F)cc3)c2c1=O)N1CCN(c2ccc(F)cc2)CC1
  A: 18%; B: .; C: -29; D: 8%; E: .; F: -1%; G: .

Cc1ccc(C(C(=O)NCc2ccccc2)N(Cc2ccco2)C(=O)c2snc(C(N)=O)c2N)o1 (stereo not given)
  A: 4%; B: 2%; C: 9; D: ?; E: 3%; F: -4%; G: -28%

CCOc1ccc(S(=O)(=O)Nc2ccc(C(=O)N3CCCC3)cc2)cc1
  A: 0%; B: -3%; C: 22; D: 16%; E: -6%; F: 4%; G: 2%

CC(C)c1nc2ccc(C(=O)Nc3ccccc3F)cc2o1
  A: 1%; B: .; C: -63*; D: -2%; E: .; F: 2%; G: .

CCOc1ccc(Cl)cc1CSc1n[nH]c(C)n1
  A: 3%; B: 0%; C: -72*; D: .; E: 1%; F: 4%; G: -7%

Cc1cc(C)n2nc(N)c(N=Nc3ccccc3)c2n1
  A: ?; B: -8%; C: 6; D: 19%; E: -3%; F: 1%; G: -10%

CCCCn1c(N)c(N(CCOC)C(=O)c2ccc(C)o2)c(=O)[nH]c1=O
  A: -14%; B: -12%; C: -1; D: 7%; E: .; F: 2%; G: -3%

O=C(CCN1C(=O)c2ccccc2C1=O)NCc1ccccc1
  A: 1%; B: 0%; C: -15; D: 5%; E: -1%; F: 7%; G: -3%

COc1ccc(-c2cc(N)n(CCC#N)n2)c(OC)c1
  A: -8%; B: -14%; C: -14; D: 14%; E: 3%; F: 1%; G: -8%

Cc1ccc(NC(=O)CCc2nnc3ccc(N4CCC(C)CC4)nn23)nc1
  A: -12%; B: 3%; C: -37; D: 7%; E: 5%; F: 2%; G: 80%[activator]

Cc1ccc(-n2nnc(C(=O)Nc3cc(F)ccc3F)c2C)cc1F
  A: 16%; B: .; C: 83; D: 5%; E: .; F: 3%; G: .

COc1ccc(NC(=O)C/C(C)=N/NC(=O)c2cnccn2)c(OC)c1
  A: -1%; B: 72%[activator]; C: 1; D: -2%; E: -2%; F: 1%; G: 52%

COc1ccc(-c2csc3ncnc(N4CCN(S(=O)(=O)c5ccc(C)c(C)c5)CC4)c23)cc1
  A: -13%; B: -9%; C: -1; D: -2%; E: .; F: -1%; G: -29%

COCc1ccc(CN2CCC(C(=O)Nc3cccc(-c4cscn4)c3)CC2)o1
  A: -15%; B: -10%; C: 25; D: -4%; E: -6%; F: -6%; G: -6%

COc1ccc(-c2nnc(SCC(=O)N3CCCCC3)o2)c(OC)c1
  A: ?; B: -4%; C: -14; D: 3%; E: -4%; F: -1%; G: 2%

Cc1occc1C(=O)N(C)Cc1nc(-c2ccccc2)no1
  A: 9%; B: -13%; C: -23; D: 3%; E: -3%; F: 2%; G: 5%

COC(=O)c1cn(C(=O)c2cc(Br)ccc2Cl)c2ccccc12
  A: -8%; B: -1%; C: -7; D: 8%; E: 0%; F: 1%; G: -21%

N#Cc1ccc(-c2ccc(Cl)cc2)nc1SCC(=O)c1cccc(Cl)c1
  A: 0%; B: 7%; C: -61*; D: -7%; E: -2%; F: -4%; G: -22%

Cc1nnsc1C(=O)NC1CCCCC1
  A: ?; B: 5%; C: 42; D: 17%; E: -5%; F: -1%; G: -18%

CC(=O)c1cc(-c2ccccc2)n(CCC(=O)NCc2cccs2)c1C
  A: ?; B: 1%; C: 28; D: 8%; E: 3%; F: -6%; G: -5%

CCOP(=O)(c1ccc(N(C)C)cc1)C(O)c1ccc(C)cc1 (stereo not given)
  A: 5%; B: -2%; C: 24; D: -3%; E: -2%; F: -2%; G: 23%

CN1CCN(c2ncnc(Cl)c2N)CC1
  A: 5%; B: 9%; C: -3; D: .; E: -2%; F: 1%; G: -13%

CCOC(=O)c1sc(/N=C/c2c(O)n(-c3cccc(C)c3)c(=O)[nH]c2=O)c(C#N)c1C
  A: -6%; B: -2%; C: 42; D: -4%; E: 3%; F: -16%; G: -33%

Cc1nc2sc(C)c(C)n2c(=O)c1S(=O)(=O)N1CCN(c2ccccc2F)CC1
  A: -6%; B: .; C: -8; D: 4%; E: .; F: -5%; G: .

O=C(Cn1ncc2c(=O)oc3ccccc3c21)NCC1CCCO1 (stereo not given)
  A: ?; B: -5%; C: -1; D: 3%; E: -4%; F: 1%; G: -8%

Cc1cnnn1-c1ccc([N+](=O)[O-])cc1
  A: -13%; B: 4%; C: ?; D: 2%; E: 12%; F: 6%; G: -22%

Cc1ccc2occ(CC(=O)Nc3ccc(S(=O)(=O)N4CCC(C)CC4)cc3)c2c1
  A: -2%; B: .; C: -4; D: 4%; E: .; F: -4%; G: .

O=C(COC(=O)/C=C/c1cccc([N+](=O)[O-])c1)NCc1ccc2c(c1)OCO2
  A: 4%; B: 10%; C: -23; D: 1%; E: -7%; F: 3%; G: -18%

CN(Cc1ccc(F)cc1)C(=O)c1cccc(S(=O)(=O)N2CCN(c3ccccc3)CC2)c1
  A: -4%; B: ?; C: -27; D: 1%; E: .; F: 2%; G: 37%

(further entries)
Assay codes – A = AmpC detergent; B = AMA1 RON2 block; C = HCMV antiviral; D = Sm TGR inh; E = LmPK inhibitor; F = TbPYK inhibitor; G = AmpC no deterg
COc1ccc(C2=CC(=O)C[C@H](c3ccc(F)cc3)C2)cc1OC
  A: 10%; B: ?; C: 16; D: 0%; E: .; F: -6%; G: 49%

COCCCn1c(=O)c2ccccc2n(Cc2cc(C(=O)OC)ccc2OC)c1=O
  A: -10%; B: -8%; C: -31; D: 8%; E: 0%; F: -10%; G: 128%[activator]

CCCNC(=O)C1(C)CCCN(C(=O)c2cccc(Cl)c2)C1 (stereo not given)
  A: .; B: 8%; C: 4; D: .; E: .; F: -7%; G: .

COc1ccccc1NC(=S)N(Cc1cccnc1)Cc1ccco1
  A: ?; B: -2%; C: 1; D: -23%; E: -2%; F: 0%; G: -10%

CC1CCN(S(=O)(=O)c2ccc(C(=O)Nc3nnc(C4=COCCO4)o3)cc2)CC1
  A: 1%; B: 97%[activator]; C: -70*; D: -1%; E: 1%; F: 5%; G: -58%

Two consecutive records already listed:
Assay codes – A = AmpC detergent; B = AMA1 RON2 block; C = HCMV antiviral; D = Sm TGR inh; E = LmPK inhibitor; F = TbPYK inhibitor; G = AmpC no deterg
COc1ccc(C2=CC(=O)C[C@H](c3ccc(F)cc3)C2)cc1OC
  A: 10%; B: ?; C: 16; D: 0%; E: .; F: -6%; G: 49%

COCCCn1c(=O)c2ccccc2n(Cc2cc(C(=O)OC)ccc2OC)c1=O
  A: -10%; B: -8%; C: -31; D: 8%; E: 0%; F: -10%; G: 128%[activator]

Results in LmPK inhibitor and HCMV antiviral, for some of the entries so far:
mol,LmPK inhibitor,HCMV antiviral
O=C1CC(SCc2nc3ccccc3[nH]2)C(=O)N1c1ccc(F)cc1 (stereo not given),6%,-7
CN1CCN(c2ncnc(Cl)c2N)CC1,-2%,-3
